Screening results as filed in PubChem.
GLS inhibitor: qHTS for Inhibitors of Glutaminase (GLS). Glutaminase kidney isoform, mitochondrial (Homo sapiens), O94925. GLS enzymatic activity, qHTS titration. Potency, µM (titrated, usually from 45.5 µM), for the others: at the highest dose activity change, negative = inhibition, hits mostly inhibitors. 0.21% of 410,000 active. AID 624170, 2012; also: % is scaled to controls: 0 for no effect and ±100 for the full control effect
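Assay buffer: 45 mM KH2PO4 pH 8.2, 0.02% Tween-20. hKGA acts on L-glutamine (1 mM solution added); product glutamate is reported by an oxidase/peroxidase Amplex Red coupling, with fluorescence taken at baseline and 30 min.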
12-LOX inh: Primary qHTS assay for inhibitors of human arachidonate 12S-lipoxygenase (ALOX12): Round 2. 1.1% of 580,000 active. AID 1671190, 2021. Polyunsaturated fatty acid lipoxygenase ALOX12 (Homo sapiens), P18054. Potency, µM (highest dose often 108 µM), for inactives: top-dose activity change, negative = inhibition, hits mostly inhibitors. purified 12hLO, xylenol orange hydroperoxide absorbance; also: % is scaled to controls: 0 for no effect and ±100 for the full control effect
Target sequence (P18054 whole entry, looked up): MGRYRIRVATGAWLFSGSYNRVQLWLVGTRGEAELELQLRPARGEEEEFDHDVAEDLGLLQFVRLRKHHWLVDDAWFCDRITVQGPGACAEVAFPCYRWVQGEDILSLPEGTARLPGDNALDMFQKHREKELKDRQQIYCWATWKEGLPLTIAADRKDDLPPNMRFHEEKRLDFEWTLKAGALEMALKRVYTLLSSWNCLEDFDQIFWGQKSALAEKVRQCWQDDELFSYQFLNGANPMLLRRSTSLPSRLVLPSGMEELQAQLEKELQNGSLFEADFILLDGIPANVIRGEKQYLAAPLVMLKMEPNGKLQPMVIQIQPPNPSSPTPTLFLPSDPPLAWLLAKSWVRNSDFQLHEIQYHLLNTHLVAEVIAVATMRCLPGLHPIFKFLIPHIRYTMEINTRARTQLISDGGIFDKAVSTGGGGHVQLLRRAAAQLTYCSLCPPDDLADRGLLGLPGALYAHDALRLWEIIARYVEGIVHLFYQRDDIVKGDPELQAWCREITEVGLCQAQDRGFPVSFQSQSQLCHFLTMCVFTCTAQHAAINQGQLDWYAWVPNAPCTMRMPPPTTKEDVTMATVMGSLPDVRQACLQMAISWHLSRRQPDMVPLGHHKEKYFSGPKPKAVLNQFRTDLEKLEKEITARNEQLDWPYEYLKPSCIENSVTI
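Purified human 12hLO at 150 nM in 25 mM Hepes, 0.01% Triton X-100, pH 7.0, preincubated 15 min at room temperature with compound. Reaction started with 40 uM arachidonic acid, 30 min at room temperature. Hydroperoxide measured by Fe-xylenol orange, 573/405 nm absorbance ratio.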
ERG-DNA inh: qHTS for Small Molecule Inhibitors of the ERG Ets/DNA interaction; Potency, µM (doses to about 76.9 µM), for inactives: top-dose FP activity, negative = inhibition, hits mostly inhibitors; AID 624246, 2012; Transcriptional regulator ERG (Homo sapiens), P11308; fluorescence polarization, His-ERG Ets domain / labelled DNA; 0.028% of 370,000 active; active = well fitted inhibition curve with a large enough effect in the polarisation, with a control signal flat; inconclusive = small, poorly fitted or top-dose-only effect, or effect the other way, or a change in a side signal; inactive = no such curve, though single readings can be large or run the other way; the % refers to the polarisation;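 also: polarization taken with two DNA probes labelled with fluorescein and Texas red; % of control where 0% means no effect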
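His-tagged ERG Ets domain (1 uM in the protein solution; 300mM KCl, 50mM Tris-HCl, 1mM EDTA, 1mM DTT, pH 7.5) received compound, then a probe mix of 5 nM fluorescein-DNA and 100nM Texas-615-DNA. Fluorescence polarization was read for both dyes.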
Tb PGK inh: qHTS Assay to Find Inhibitors of Phosphoglycerate Kinase | Phosphoglycerate kinase, glycosomal (Trypanosoma brucei brucei), P07378 | AID 602233, 2012 | PGK/GAPDH coupled, Kinase-Glo luminescence, 60 min | 0.043% of 380,000 active | Potency, µM (top dose mostly 57.5 µM), for the others: at the highest dose activity change, negative = inhibition, hits mostly inhibitors; also: % is scaled to controls: 0 for no effect and ±100 for the full control effect; nearly all actives have a fitted effect of over 60% in size
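Luminescent ATP detection (Kinase-Glo Plus) follows a 60-minute room-temperature incubation, with wells lacking PGK as controls. Buffer: 100 mM TEA (pH 7.6), 5 mM MgCl2, 0.01% Tween-20. Coupling enzyme GAPDH (100 nM final) supplies unstable 1,3-BPG in-well.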
RGS4 inhibitor: Inhibitors of Regulator of G Protein Signaling (RGS) 4: qHTS; Regulator of G-protein signaling 4 (Homo sapiens), P49798; Transcreener GDP fluorescence polarization, RGS4-accelerated GTP hydrolysis; Potency, µM (highest dose often 114 µM), without a hit: at the top dose activity change, negative = inhibition, actives largely listed as inhibitors; 0.039% of 390,000 active; also: % is scaled to controls: 0 for no effect and ±100 for the full control effect; nearly all actives have a fitted effect of over 75% in size; some results filed as inactive show a strong effect at the top dose
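MLSMR compounds (23 nl, pin-transferred) preincubated 10 min at room temperature with a 500nM (2x) first reagent, then RGS4 at 900nM (2x) plus Transcreener GDP mix added; fluorescence polarization (620/688 nm) read before and after 90 min at 30 °C.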
Pin1 inhibitor: qHTS Assay to Find Inhibitors of Pin1. Peptidyl-prolyl cis-trans isomerase NIMA-interacting 1 (Homo sapiens), Q13526. Pin1 FP peptide displacement, HiFluor488, 10 min. Potency, µM (titrated, usually from 115 µM), without a hit: top-dose activity, negative = inhibition, most hits filed as inhibitors. 0.009% of 390,000 active. AID 504891, 2011; active = well fitted inhibition curve with a large enough effect in the polarisation, with a control signal flat, not every such curve was filed as active; inconclusive = small, poorly fitted or top-dose-only effect, or effect the other way, or a change in a side signal; inactive = no such curve, though single readings can be large or run the other way; the % refers to the polarisation; also: % is scaled to controls: 0 for no effect and ±100 for the full control effect
Target sequence (Q13526 whole entry, looked up): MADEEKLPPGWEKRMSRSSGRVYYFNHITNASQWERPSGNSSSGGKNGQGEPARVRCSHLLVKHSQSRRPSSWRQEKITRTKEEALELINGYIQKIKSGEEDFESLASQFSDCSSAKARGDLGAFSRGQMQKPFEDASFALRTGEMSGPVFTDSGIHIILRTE
rTrxR1 inhibitor: qHTS Assay for Inhibitors of Mammalian Selenoprotein Thioredoxin Reductase 1 (TrxR1): qHTS; Thioredoxin reductase 1, cytoplasmic (Rattus norvegicus), O89049; recombinant rTrxR1, NADPH fluorescence consumption, selenite substrate; Potency, µM (doses to about 114 µM), without a hit: at the highest dose activity change, negative = inhibition, usual class: inhibitors; 1% of 390,000 active; AID 588453, 2011; also: % is scaled to controls: 0 for no effect and ±100 for the full control effect; nearly all actives have a fitted effect of over 65% in size
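Rat TrxR1 (90 nM in the dispensed reagent) was pre-reduced with 400 uM NADPH for 5 min at room temperature, then incubated with compound for 15 min. After 400 uM selenite was added, NADPH fluorescence (Ex 340/Em 450 nm) was followed for 8 min.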
JMJD2A Tudor inh: qHTS Assay for Inhibitors of JMJD2A-Tudor Domain. Potency, µM (top dose mostly 114 µM), for inactives: at the highest dose activity change, negative = inhibition, most hits filed as inhibitors. AlphaScreen JMJD2A-Tudor / H3K4me3 peptide binding. Lysine-specific demethylase 4A (Homo sapiens), O75164. 4.4% of 390,000 active; also: % is scaled to controls: 0 for no effect and ±100 for the full control effect; nearly all actives have a fitted effect of over 50% in size
HP1b binding inh: HTS for Inhibitors of HP1-beta Chromodomain Interactions with Methylated Histone Tails | Potency, µM (highest dose often 114 µM), for the others: top-dose activity change, negative = inhibition, hits mostly inhibitors | 0.56% of 390,000 active | AID 540317, 2011 | Chromobox protein homolog 1 (Homo sapiens), P83916 | AlphaScreen HP1-beta / biotin-H3K9me3 peptide binding; also: nearly all actives have a fitted effect of over 70% in size; inactives centre near 23
Target sequence (P83916 whole entry, looked up): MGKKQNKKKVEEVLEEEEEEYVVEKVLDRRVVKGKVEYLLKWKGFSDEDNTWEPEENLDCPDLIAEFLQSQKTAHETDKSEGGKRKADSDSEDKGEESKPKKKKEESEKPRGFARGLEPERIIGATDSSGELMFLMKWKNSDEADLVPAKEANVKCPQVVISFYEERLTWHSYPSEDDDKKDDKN
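AlphaScreen: HP1-beta (50 nM) preformed 30 min with biotin-H3(1-18)K9me3 peptide (50 nM) in PBS pH 7.4, 0.01% Tween-20. Compound added for 30 min at RT, then streptavidin donor/nickel chelate acceptor beads (10 ug/mL) for 30 min.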
* hit, by the source's call; i = inactive; ? = inconclusive; / = not tested or not shown; [ ] = remark or other dose. Unless noted, calls follow the shape of the dose curve; as a rule, active = well fitted curve in the direction sought with a large enough effect; inconclusive = small, poorly fitted or top-dose-only effect, or another doubt; inactive = no such curve, though single readings can be large; an effect the other way counts as inactive or inconclusive. Potency is read from the fitted curve at half-maximal effect. The list is partial; count on the stated rates, not on these rows.

no. | canonical_smiles | GLS inhibitor | 12-LOX inh | ERG-DNA inh | Tb PGK inh | RGS4 inhibitor | Pin1 inhibitor | rTrxR1 inhibitor | JMJD2A Tudor inh | HP1b binding inh
1 | O=C(Nc1ccccc1OC(F)F)c1cccc(S(=O)(=O)N2CCCC2)c1 | 28% | 7% | -3% | i | -38%[56.9 µM] | 4% | 15%[57.1 µM] | ? | 22%
2 | O=C(COC(=O)c1ccccc1)Nc1ccccc1Br | -15% | 3% | -15% | 0% | 2% | -11% | 7%[57.1 µM] | 3% | 25%
3 | CC(C)(C)C(=O)Nc1nc2c(s1)CN(Cc1ccccc1)CC2 | -13% | -12% | 4% | 0% | 20% | ? | 23%[57.1 µM] | -17%[11.4 µM] | 5%
4 | COc1ccc2cc(C(=O)COC(=O)COc3ccc4c(C)cc(=O)oc4c3)ccc2c1 | 3% | -15% | 0% | -2% | 10% | 11% | 56%[activator] | -9% | 22%
5 | CCC(=O)c1ccc(OCC(O)CNCc2ccc(F)cc2)cc1 (stereo unspecified) | 3% | -1% | 11% | -9% | -5% | -9% | 12% | -17% | ?
6 | COc1ccc(CCNC(=O)C(C)n2c(=O)cc(-c3ccccc3)c3c(C)nn(C)c32)cc1OC (stereo unspecified) | -10% | -22% | -1% | -4% | 5% | -3% | 14%[57.1 µM] | -24% | ?
7 | COc1ccc(CCNS(=O)(=O)c2cccc(S(=O)(=O)N3CCCC3)c2)cc1OC | -2% | 23% | -3% | -1% | 24% | -19% | 8% | -9% | 26%
8 | Cc1ccc(-n2c(O)c(/C=N/c3ncn[nH]3)c3ccccc3c2=O)cc1 | 27% | -10% | 8% | -11% | ? | 40%[activator] | 13% | -21% | 8%
9 | CC(CC(=O)NCC1CCCO1)c1ccccc1 (stereo unspecified) | 4% | -3% | -6% | -8% | 31%[11.4 µM] | 1% | 18% | 1% | 64%[activator]
10 | C[C@@H]1NC(=O)c2cc([N+](=O)[O-])cc(I)c2OCC[C@@H](C(=O)NC(CC(=O)O)C(N)=O)NC(=O)[C@H](CC(N)=O)NC1=O (stereo partly specified) | -30% | / | 2% | -12% | 7% | -17% | -4% | ? | 18%
11 | Cc1ccc(N2C(=O)C3C4C=CC(C4)C3C2=O)cc1 (stereo unspecified) | 1% | 0% | -16% | -5% | -38% | 0% | 17%[57.1 µM] | 5% | 32%[activator]
12 | Cc1nnc(Cl)c2nn(-c3ccccc3F)c(C)c12 | 3% | -19% | 2% | 0% | 1% | 3% | -5% | 1% | 40%
13 | COc1cc2c(cc1OC)C(c1ccccc1F)NCC2 (stereo unspecified) | -1% | -23% | -7% | -4% | 27% | -7% | 32% | -24% | 17%
14 | Cc1cc(C(C)(C)C)oc1C(=O)NCCCNC(=O)c1oc(C(C)(C)C)cc1C | -2% | 385%[activator] | -2% | 3% | -4% | 0% | -3%[57.1 µM] | -3% | 31%
15 | COCC(C)NS(=O)(=O)c1ccc(C)cc1 (stereo unspecified) | 7% | 82%[activator] | 1% | -5% | -49% | -10% | -2%[57.1 µM] | -17% | 15%
16 | Cc1cc(C)c(S(=O)(=O)Nc2cccc(S(=O)(=O)NC3=NCCC3)c2)c(C)c1 | -6% | -5% | -3% | 3% | -38% | -3% | 23%[57.1 µM] | -5%[57.1 µM] | 45%[activator]
17 | CN(C(=O)c1ccc(NC(=O)C2CCCN(C(=O)OC(C)(C)C)C2)cc1)C1CCCC1 (stereo unspecified) | 3% | -2% | 7% | 2% | -19% | -2% | 0% | -5% | 45%[activator]
18 | Cc1ccccc1/C=N\NC(=O)c1ccc(Cn2cccn2)o1 | -21% | -14% | 0% | -8% | ? | 5% | 10%[57.1 µM] | 56µM* | -1%
19 | Cc1ccccc1NC(=O)COC(=O)c1cccc(S(=O)(=O)N2CCCCC2)c1 | -1% | 3% | 21% | 0% | 21% | 6% | -9% | -8% | 21%
20 | O=C(CCNS(=O)(=O)c1ccc(OC(F)(F)F)cc1)N1CCN(C/C=C/c2ccccc2)CC1 | 0% | -25% | 3% | -4% | 1% | -3% | 6% | -14% | 15%
21 | O=C(NN=Cc1cccc([N+](=O)[O-])c1)c1cc(-c2cccnc2)nc2ccccc12 | 9% | -6% | 12% | -7% | 3% | 2% | 16% | -6% | 24%
22 | COc1ccc(N(Cc2cccs2)C(=O)c2ccc(C(C)(C)C)cc2)cc1 | -4% | -13% | -2% | -5% | 8% | ? | 35% | 25% | 63%[activator]
23 | COc1ccc(S(=O)(=O)N(C)CC(=O)Nc2ccc3c(c2)OCCO3)cc1OC | 1% | 1% | 1% | -12% | 11% | 2% | 1% | -20% | 22%
24 | COc1ccc(NC(=O)C2(S(=O)(=O)c3ccc(C)cc3)CC2)c(OC)c1 | 0% | -19% | 3% | 6% | 0% | -6% | 21% | -9% | 34%
25 | CC(C(=O)NC1CCCCC1)N1CCN(S(=O)(=O)c2cccs2)CC1 (stereo unspecified) | 1% | -4% | 7% | 1% | 14% | 3% | 10% | -8% | 28%

Shown with values under each structure: part of the list above
Values run as follows: GLS inhibitor, 12-LOX inh, ERG-DNA inh, Tb PGK inh, RGS4 inhibitor, Pin1 inhibitor, rTrxR1 inhibitor, JMJD2A Tudor inh, HP1b binding inh
#20 O=C(CCNS(=O)(=O)c1ccc(OC(F)(F)F)cc1)N1CCN(C/C=C/c2ccccc2)CC1
 : 0%, -25%, 3%, -4%, 1%, -3%, 6%, -14%, 15%
#18 Cc1ccccc1/C=N\NC(=O)c1ccc(Cn2cccn2)o1
 : -21%, -14%, 0%, -8%, ?, 5%, 10%[57.1 µM], 56µM*, -1%
#19 Cc1ccccc1NC(=O)COC(=O)c1cccc(S(=O)(=O)N2CCCCC2)c1
 : -1%, 3%, 21%, 0%, 21%, 6%, -9%, -8%, 21%

Remaining list, next part.
no. | canonical_smiles | GLS inhibitor | 12-LOX inh | ERG-DNA inh | Tb PGK inh | RGS4 inhibitor | Pin1 inhibitor | rTrxR1 inhibitor | JMJD2A Tudor inh | HP1b binding inh
26 | O=C(Nc1ccccc1C(=O)OCc1cc(=O)n2c3c(sc2n1)CCCC3)c1ccccc1 | 9% | -24% | 0% | -6% | 9% | 2% | 5%[57.1 µM] | 0% | 33%
27 | Cc1[nH][nH]c(=O)c1N=Nc1ccc(S(N)(=O)=O)cc1 | 15% | ? | 4% | -10% | 32% | -1% | 6% | -6% | 20%
28 | Cc1ccccc1NS(=O)(=O)c1cc(S(C)(=O)=O)ccc1Cl | -11% | -17% | / | -5% | 5% | -4% | 13% | -13% | 22%
29 | CCOC(=O)Cn1c(CN2CCOCC2)nc2c1c(=O)[nH]c(=O)n2C | -2% | 6% | 1% | 3% | 17% | 4% | -1%[57.1 µM] | -14% | 28%
30 | Cc1cccc(Nc2nnc(SCC(=O)Nc3ccccc3[N+](=O)[O-])s2)c1 | 1% | -7% | -3% | -9% | -22% | -6% | -8% | ? | -12%
31 | COc1ccc(-c2csc3nc(-c4ccccc4C)oc(=O)c23)cc1OC | 10% | -22% | 2% | -5% | 14% | -2% | 18% | -2% | 28%
32 | Cn1nc(-c2ccc(N3CCOCC3)c(NS(=O)(=O)c3ccc(Cl)cc3)c2)c2ccccc2c1=O | 23% | 0% | -10% | -3% | -1% | 4% | -4% | -25% | 24%
33 | Cc1cc(C)nc(NS(=O)(=O)c2ccc(NC(=O)Nc3ccccc3)cc2)n1 | 1% | -3% | 1% | 1% | 11% | -2% | 10%[57.1 µM] | -6% | 30%
34 | Cc1ccc(C2CC(c3ccc(Cl)cc3)n3nc(N)nc3N2)cc1 (stereo unspecified) | 8% | 221%[activator] | 3% | 9% | 0% | 0% | 13% | -17% | 40%
35 | CCCN(CCC)c1cc(C)nc2nc(-c3ccc(C(C)(C)C)cc3)nn12 | -9% | -18% | -2% | 4% | 6% | 1% | -5% | -14% | 36%
36 | CCOC(=O)C1(Cc2ccccc2)CCCN(C2CCCC2)C1 (stereo unspecified) | 4% | 14% | -7% | -1% | 3% | -6% | 7% | -9% | 37%
37 | O=C(Nc1nc2ccc(S(=O)(=O)N3CCCC3)cc2s1)c1cccc(F)c1 | 2% | -12% | 9% | -5% | 4% | 2% | 13%[57.1 µM] | -11% | 27%[57 µM]
38 | COC(=O)c1ccc(N2CCOCC2)c(NC(=O)c2ccco2)c1 | -12% | 1% | 11% | -3% | -28% | -1% | 4%[57.1 µM] | -6% | 27%
39 | CSc1nc(-c2ccccc2)c2cc(Cl)ccc2n1 | 5% | -2% | -2% | / | 1% | -6% | 6% | 26% | 72%[activator]
40 | CCOC(=O)CC(=O)Nc1ccc(C(=O)OCC)cc1 | 8% | 17% | -9% | 6% | 0% | -4% | 13%[57.1 µM] | 9% | 44%[activator]
